PI5P4Ka inh: PI5P4K alpha (human) kinase inhibition. P48426. actives 1.2% (n = 330,000). max response, %. PI5P4Kalpha enzyme, ADP-Glo luminescence, 60 min; active compounds read low; active means max response of -50% or lower; inconclusive means between -30% and -50%; inactive means -30% or higher; further: value at the top dose of about 77 µM; on the % scale 0 is the no-effect control and ±100 the full control effect
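Enzyme plus substrate dispensed, test compounds pinned in, then ATP (5 microM final) added. After 60 min at RT, ADP-Glo reagent 1 for 45 min and reagent 2 for 30 min preceded luminescence imaging.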
GLP-1R inv ag: GLP-1 receptor (human) inverse agonism; P43220; HEK293 GLP-1R CRE-luciferase, luminescence, 24 h; GLP-1R form is constitutively active; Potency, µM (top dose mostly 38.3 µM), inactives show at the top dose activity change, negative = inhibition, actives largely listed as inhibitors; actives 1.6% (n = 410,000); AID 624417; further: potency means the concentration at half of the fitted maximal effect; on the % scale 0 is the no-effect control and ±100 the full control effect; nearly all actives have a fitted effect of over 55% in size
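Inverse agonists were sought by their lowering of basal cAMP reporter luciferase output in HEK293 cells stably carrying constitutively active human GLP-1R, after 24 h compound treatment.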
GLP-1R agonist: activates the human GLP-1 receptor; HEK293 GLP-1R CRE-luciferase, luminescence, 4-6 h; cells express a hypersensitive GLP-1R form; Potency, µM (titrated, usually from 45.6 µM), inactives show top-dose activation, most hits filed as activators; actives 0.007% (n = 380,000); AID 624172; further: potency means the concentration at half of the fitted maximal effect; % of control where 0% means no effect
PTHR1 agonist: PTHR1 (human) receptor agonism. Q03431. Potency, µM (highest dose often 115 µM), without a hit: at the highest dose activation, usual class: activators. actives 0.075% (n = 410,000). HEK293 GP2 PTHR1 cells, GloSensor cAMP luminescence, 1 h. AID 743266; further: potency means the concentration at half of the fitted maximal effect; nearly all actives have a fitted effect of over 55% in size; some results filed as inactive show a strong effect at the top dose; inactives centre near -15; many of its hits are not listed in these tables
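HEK-293-derived GP2 cells expressing PTHR1 and a GloSensor cAMP reporter, 3,000/well, plated overnight, given luciferin plus IBMX (each 0.5 mM as added) for 1 h at 37 °C, then compound for 1 h at 37 °C. Luminescence was read after 15 min at room temperature.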
EPAC1 antagonist: EPAC1 (human) antagonism; O95398; EPAC1 GEF assay, Rap1b-BODIPY-GDP exchange fluorescence; Potency, µM (top dose mostly 115 µM), for the others: top-dose activity change, negative = inhibition, most hits filed as inhibitors; actives 0.14% (n = 360,000); AID 720709;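 further: potency means the concentration at half of the fitted maximal effect; plate controls were vehicle for no effect and positive control for full effect; nearly all actives have a fitted effect of over 50% in size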
Target sequence (O95398 whole entry, looked up): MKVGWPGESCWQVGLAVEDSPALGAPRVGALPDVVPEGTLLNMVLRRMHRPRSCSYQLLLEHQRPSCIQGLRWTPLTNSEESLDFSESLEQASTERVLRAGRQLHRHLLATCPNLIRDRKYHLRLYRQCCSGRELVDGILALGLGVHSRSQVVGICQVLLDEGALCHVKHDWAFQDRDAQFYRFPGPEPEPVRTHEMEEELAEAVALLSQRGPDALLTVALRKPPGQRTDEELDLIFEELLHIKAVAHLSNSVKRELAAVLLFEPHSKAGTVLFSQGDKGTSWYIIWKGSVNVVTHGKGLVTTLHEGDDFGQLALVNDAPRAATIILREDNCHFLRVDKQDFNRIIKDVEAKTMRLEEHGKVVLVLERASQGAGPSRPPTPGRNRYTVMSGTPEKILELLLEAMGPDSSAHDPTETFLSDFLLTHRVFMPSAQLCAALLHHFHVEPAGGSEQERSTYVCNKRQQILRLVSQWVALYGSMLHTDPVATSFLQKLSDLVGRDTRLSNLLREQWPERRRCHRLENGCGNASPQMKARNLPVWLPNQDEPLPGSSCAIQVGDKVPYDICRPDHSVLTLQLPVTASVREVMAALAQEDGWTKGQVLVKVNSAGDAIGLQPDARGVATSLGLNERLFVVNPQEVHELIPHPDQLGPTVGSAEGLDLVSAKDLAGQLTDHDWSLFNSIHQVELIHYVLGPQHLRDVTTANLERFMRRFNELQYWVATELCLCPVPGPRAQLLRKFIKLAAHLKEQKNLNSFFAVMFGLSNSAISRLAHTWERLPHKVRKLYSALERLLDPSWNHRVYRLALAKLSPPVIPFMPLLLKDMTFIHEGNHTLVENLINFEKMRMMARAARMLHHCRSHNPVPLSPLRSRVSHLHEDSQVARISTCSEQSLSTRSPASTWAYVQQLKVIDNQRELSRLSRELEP
EPAC1 ag: activates human EPAC1 exchange factor; O95398; EPAC1 agonist qHTS, biochemical assay; response scale: 100% = response to 6.5 mM cAMP; Potency, µM (top dose mostly 154 µM), for inactives: top-dose activation, usual class: activators; actives 0.073% (n = 360,000); further: potency means the concentration at half of the fitted maximal effect; nearly all actives have a fitted effect of over 60% in size
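Multi-concentration qHTS readout: loss of Rap1B-bound BODIPY-GDP fluorescence driven by 100 nM EPAC1 with excess GDP (50 uM), monitored kinetically at room temperature; agonist response expressed relative to 6.5 mM cAMP.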
PLK1 PBD inh: PLK1 (human) polo-box domain binding inhibition; Potency, µM, inactives show max response, negative = inhibition, usual class: inhibitors; actives 2.8% (n = 360,000); P53350; Plk1 PBD binding of FITC phosphopeptide, fluorescence polarization; AID 720504; further: potency means the concentration at half of the fitted maximal effect; series mostly up to about 57 µM; on the % scale 0 is the no-effect control and ±100 the full control effect; nearly all actives have a fitted effect of over 65% in size
HEK293 tox: cytotoxic in the GLP-1 receptor inverse agonist counter-screen; AID 624418; Potency, µM (series often up to 38.3 µM), without a hit: at the highest dose activity change, negative = inhibition, most hits filed as inhibitors; HEK293 cAMP-luciferase reporter cells, luminescence, 24 h; actives 0.13% (n = 410,000);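 further: loss of luciferase light is scored as toxicity; potency means the concentration at half of the fitted maximal effect; on the % scale 0 is the no-effect control and ±100 the full control effect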
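Seeding density was 200 cells/uL; after overnight-length (12 h) culture, 23 nL compounds went on for 24 h at 37 °C. Readout used a luciferase detection reagent, luminescence taken after 12 min at room temperature.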
IL2 activator: activators of IL-2; IL-2 activation reporter assay, cell-based qHTS; stimulated with anti-CD3/CD4/CD28 beads; in transgenic mouse T cells; activation, % (series mostly up to about 46 µM); actives 0.065% (n = 360,000); in the data active means activation above about 50%; inconclusive means mostly about 30% to 49%; further: 0% is about no effect
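Using fluorescent plate cytometry, EGFP and DsRed are detected in transgenic mouse T cells stimulated 18 h at 37 degrees C with antibody-coated beads after 60 min compound pretreatment.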
The depositor's hits bear a star; i = inactive; ? = inconclusive; / = not tested or not shown; [ ] = dose if it differs, or a comment. Unless noted, the call rests on the fitted dose curve; in most records, active means well fitted curve in the direction sought with a large enough effect; inconclusive means small, poorly fitted or top-dose-only effect, or another doubt; inactive means no such curve, though single readings can be large; an effect the other way counts as inactive or inconclusive. An excerpt; rates above refer to the full screens.

SMILES | PI5P4Ka inh | GLP-1R inv ag | GLP-1R agonist | PTHR1 agonist | EPAC1 antagonist | EPAC1 ag | PLK1 PBD inh | HEK293 tox | IL2 activator
Cn1c(SCC2CCCO2)nnc1-c1ccc([N+](=O)[O-])cc1 (stereo not given) | -1 | 11% | -1% | i | 2% | 2% | -3% | 4% | 1.0
CC1CN(c2nc(Nc3ccccc3F)nc(N)c2[N+](=O)[O-])CC(C)O1 (stereo not given) | 5 | 16% | ? | -35%[inhibitor] | -5% | -4% | -6% | 1% | -0.1
CC(=O)Nc1ccc(SC[C@H](Cc2ccccc2)N2CC[C@@H](C(C)(C)C)CCC2=O)cc1 | -1 | ? | -5% | -33%[inhibitor] | ? | -20% | 9.5µM* | ? | -2.6
C=C(C)c1cccc(C(C)(C)NC(=O)N2CCCC(C)C2)c1 (stereo not given) | 5 | ? | 13% | -9% | -14% | 4% | -5% | 3% | 0.7
COC(=O)c1sc(NC(=O)c2c(OC)cccc2OC)c(C#N)c1C | 4 | 24% | -2% | i | -14% | -5% | -2% | -2% | -1.0
c1ccc(COc2cccc(CNn3cnnc3)c2)cc1 | / | 3% | -4% | i | 11% | 12% | -10% | 4% | -2.9
CCC1(C)N(O)C(C)(C)C(c2ccc(OC)cc2)=[N+]1[O-] (stereo not given) | / | -3% | 1% | 21% | 13% | 9% | -14% | 8% | -1.0
CC1CCCCN1C(=O)CN1C(=O)c2ccccc2S1(=O)=O (stereo not given) | -3 | 8% | -3% | -20% | 13% | 1% | 3% | -4% | -0.4
CC(=O)Nc1ccc(Nc2ccc(S(=O)(=O)C(F)(F)F)cc2[N+](=O)[O-])cc1 | 0 | ? | 14% | -15% | -23% | -14% | -4% | ? | -1.8
O=C(c1ccc([N+](=O)[O-])cc1)N(Cc1ccccc1)Cc1ccccc1 | 1 | ? | 20% | -29% | 1% | 21% | -7% | 0% | 0.1
COc1cc(OC)cc(-c2nc3ccccc3s2)c1 | / | 0% | 19% | -15%[57.5 µM] | -4% | 28% | -4% | 1% | 1.7
CC1CCCC(NC(=O)COC(=O)c2cccnc2Cl)C1C (stereo not given) | 1 | 20% | 0% | i | 9% | 7% | -5% | -29% | -0.1
COC(=O)c1cc(S(=O)(=O)N2CCCC(C)C2)cn1C (stereo not given) | 7 | 1% | -3% | i | -14% | 0% | -9% | 5% | 2.2
O=C(Nc1ccccc1)C1CC2CCC1C2 (stereo not given) | 1 | -4% | -16% | -24% | 4% | 7% | -1% | 0% | 0.1
Cc1ccn(CC(=O)N2CCCC(Nc3ccc(F)c(F)c3)C2)n1 (stereo not given) | -6 | 9% | -3% | i | 6% | -6% | -6% | -8% | 0.1
COc1ccc(C2c3ccc4ccccc4c3Oc3ncn(Cc4ccco4)c(=N)c32)cc1OC (stereo not given) | -10 | ? | 2% | -12% | -10% | 15% | 4% | ? | -1.6
COC(=O)[C@H](NC(=O)c1cc(-c2ccccc2)sc1N)C(C)C | -7 | -6% | / | -35% | -10% | -8% | -14% | -2% | -0.5
CCCNC(=O)C1(C)CCCN(C(=O)c2sccc2C)C1 (stereo not given) | -2 | 2% | -1% | 2% | 12% | 0% | -3% | -2% | -0.2
Cc1ccc(Cn2c(C(=O)Nc3ccc(Cl)cc3)cc3sccc32)cc1 | / | ? | -3% | -38%[inhibitor] | / | / | / | 1% | /
CC(C)CN(CC(C)C)C(=O)CN1C(=O)NC2(CCc3ccccc3C2)C1=O (stereo not given) | 0 | -22% | -8% | i | 1% | 4% | -14% | 7% | -0.4
CC1CCN(CCCCOc2ccccc2F)CC1 | -12 | -11% | -1% | i | -16% | 10% | 30µM* | -3% | 0.7
COc1ccc(N2CCN(CCC(=O)c3ccc4ccccc4c3)CC2)cc1 | 0 | 6% | 2% | i | 7% | 5% | 6.7µM* | 14% | -4.6
Cc1ccc2nc(N(CCN(C)C)C(=O)c3ccc4c(c3)OCCO4)sc2c1 | -6 | -22% | -2% | i | -19% | -3% | 0% | -2% | -1.7
Cc1ccccc1CN1C(=O)C2(OCCCO2)c2ccccc21 | / | 10% | -1% | -12%[57.5 µM] | 3% | 12% | 1% | -7% | -2.8
COc1ccc(NCc2nnc(-c3ccccc3)o2)cc1 | -5 | 21% | 10% | i | -1% | -8% | 6% | 4% | -0.1

Quoted from the listing.
EPAC1 ag result of `CC1CCN(CCCCOc2ccccc2F)CC1` = 10%
GLP-1R inv ag result of `COc1cc(OC)cc(-c2nc3ccccc3s2)c1` = 0%

(continued)
SMILES | PI5P4Ka inh | GLP-1R inv ag | GLP-1R agonist | PTHR1 agonist | EPAC1 antagonist | EPAC1 ag | PLK1 PBD inh | HEK293 tox | IL2 activator
CCc1ccc(NC(=O)CCCNC(=O)Cn2cnc3sc(C)c(C)c3c2=O)cc1 | 4 | 5% | 1% | i | 13% | 10% | -25% | 6% | -2.1
COc1ccccc1NC(=O)c1c(O)c2ccccc2[nH]c1=O | 6 | 3% | -2% | -16% | 0% | -3% | -19% | 9% | 0.7
CC(=O)NC(=S)Nc1ccccc1N1CCN(C(=O)c2ccccc2)CC1 | 1 | -26% | 16% | -36% | 9% | -4% | 2% | -13% | -0.8
CNC(=O)N/N=C(\N)c1ccccn1 | 1 | 4% | 2% | i | -1% | -10% | -10% | 8% | -0.7
CCCn1c(C)cc(=O)c2cc(NC(=O)c3ccccn3)ccc21 | -5 | ? | 13% | -43%[inhibitor][57.5 µM] | 2% | -1% | -2% | -17% | -0.3
COc1ccccc1NC(=O)C(C)OC(=O)/C=C/c1ccc2ccccc2n1 (stereo not given) | 1 | 9% | -9% | -29% | 7% | -1% | 2% | -26% | -3.1
O=c1cc(NC2CCCCC2)c2ccccc2o1 | / | -19% | 4% | i | 11% | -11% | -3% | -29% | -3.4
C[C@H](CO)N1C[C@H](C)[C@@H](CN(C)S(=O)(=O)c2cccs2)Oc2c(NC(=O)C3CCCCC3)cccc2C1=O | 9 | 13% | 1% | -9% | -12% | 12% | -5% | 4% | -0.4
O=C(NNC(=S)NC(=O)c1cccnc1)c1ccc(F)cc1 | -20 | -1% | -2% | -3% | 11% | 2% | -29% | 1% | -2.5
Cc1ccc(OC(=O)c2ccc(C)c(C)c2)cn1 | 1 | 22% | 2% | 0% | -5% | 4% | -16% | -9% | 2.8
COc1cc(OC)nc(NC(C)=O)n1 | / | 15% | -17% | 7%[57.5 µM] | 6% | 3% | -24% | 9% | -1.6
COc1ccc(Cl)cc1-c1cc(C(=O)Nc2ccc(F)cc2)[nH]n1 | -3 | -25% | -6% | 1% | ? | -3% | 8% | -25% | 0.2
O=C(COC(=O)c1c(F)cccc1Cl)NC(=O)Nc1ccc2c(c1)OCCO2 | -6 | -7% | 8% | -11% | 2% | -4% | -2% | -4% | 2.3
Clc1ccc(C(c2ccccc2)c2c[nH]c3ccccc23)s1 (stereo not given) | / | ? | -7% | -6% | / | / | / | -17% | /
CCn1c2ccccc2c2cc(NC(=O)c3ccc([N+](=O)[O-])cc3)ccc21 | 6 | 1% | -38%[inhibitor] | -48% | -13% | 0% | -6% | 10% | -1.7
CC1Cc2cc(S(=O)(=O)NCc3ccccc3)ccc2N1C(=O)C1CC1 (stereo not given) | 1 | 36% | -2% | -88%[inhibitor] | -4% | -7% | -2% | 1% | -2.9
c1ccc(CSc2nnc(-c3ccccc3)c(-c3ccccc3)n2)cc1 | 5 | ? | -3% | -8% | -7% | -14% | -13% | 1% | -0.8
CC1=C(C#N)CCC(=O)N1Cc1c(C)cc(C)cc1C | -1 | ? | 11% | -16% | -5% | 0% | -2% | 47%[activator] | 0.0
Cc1ccc(Cn2cccc(NC(=O)CCC3CCCC3)c2=O)cc1 | 8 | ? | 15% | -35%[inhibitor] | ? | 9% | 1% | 2% | -1.2
CCc1cnc(Nc2nc(C(N)Cc3ccc(Cl)cc3)cs2)nc1 (stereo not given) | -25 | ? | -1% | i | -4% | 11% | -3% | -28% | -0.6
CCC(=O)N1CCc2cc(S(=O)(=O)CCC(=O)NCc3ccco3)ccc21 | -10 | -5% | -1% | -13% | 0% | -4% | -8% | 10% | -5.4
CS(=O)(=O)N(CC(=O)NCc1ccccc1)Cc1ccc(Cl)cc1 | / | -3% | 7% | 3%[57.5 µM] | -9% | 1% | -9% | 7% | -4.1
O=C(c1cc(-c2ccccn2)nc2ccc(Cl)cc12)N1CCN(CCc2ccccc2)CC1 | -17 | 8% | -15% | i | 2% | 15% | -9% | -10% | 0.4
COc1ccc2oc(C(=O)OCC(=O)NCC3CCCO3)c(C)c2c1 (stereo not given) | -17 | ? | -13% | i | 3% | 2% | 7% | -1% | -1.8
Nc1ccccc1C(=O)N1O[C@@H]2C=C[C@H]1C2 | ? | 4% | -2% | -1% | 2% | -3% | ? | 0% | 0.4
CCOc1ccc(C(=O)/C=C/c2cc(OC)c(OC)c(OC)c2)cc1 | 7 | ? | 0% | -43%[inhibitor] | -1% | 2% | -3% | -18% | -0.8
COc1ccc(CNC2CCCc3ccccc32)c(OC)c1 (stereo not given) | -2 | -21% | -4% | -20% | -6% | -7% | -13% | -7% | -3.2
COc1ccc(S(=O)(=O)N2CCCOC2CNC(=O)C(=O)NCCCn2ccnc2)cc1 (stereo not given) | 1 | 15% | 12% | i | 7% | -1% | -7% | -2% | -0.5
Cc1ccc(C(=Cc2ccc([N+](=O)[O-])cc2)C(=O)O)cc1 | -9 | -5% | -7% | i | 2% | -3% | -4% | 5% | -2.8
CCOC(=O)c1c(-c2ccc(F)cc2)csc1/N=C/N(C)C | 5 | 3%[0.307 µM] | ? | -10% | 9% | 5% | ? | -4%[0.307 µM] | 0.7

A draw from above in order of molar mass, low to high.
SMILES | PI5P4Ka inh | GLP-1R inv ag | GLP-1R agonist | PTHR1 agonist | EPAC1 antagonist | EPAC1 ag | PLK1 PBD inh | HEK293 tox | IL2 activator
Cc1ccc(Cn2cccc(NC(=O)CCC3CCCC3)c2=O)cc1 | 8 | ? | 15% | -35%[inhibitor] | ? | 9% | 1% | 2% | -1.2
CCOc1ccc(C(=O)/C=C/c2cc(OC)c(OC)c(OC)c2)cc1 | 7 | ? | 0% | -43%[inhibitor] | -1% | 2% | -3% | -18% | -0.8
C[C@H](CO)N1C[C@H](C)[C@@H](CN(C)S(=O)(=O)c2cccs2)Oc2c(NC(=O)C3CCCCC3)cccc2C1=O | 9 | 13% | 1% | -9% | -12% | 12% | -5% | 4% | -0.4
